Source: PubChem
SIAH1 antagonists: blockers of Siah-1 interaction with plectin peptide – biochemical, fluorescence polarization, rhodamine-plectin, uHTS, primary screen (AID 1817) | Siah-1 / rhodamine-plectin peptide fluorescence polarization; higher % means a stronger effect | displacement, % at 20 µM, or IC50 in µM where a hit was titrated | actives 0.02% (n = 290,000);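 active means displacement of at least 50% at 20 µM, with a fluorescence ratio check between 0.3 and a set limit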;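 further: plate controls were Siah plus tracer with DMSO for no effect and tracer alone without Siah for full effect; strong numbers were not always called active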
Rac1 GTP hydrolysis: MgcRacGAP GTPase-activating activity inhibitors, confirmation, biochemical, ADP Hunter fluorescence | MgcRacGAP-stimulated Rac1 GTP hydrolysis, ADP Hunter fluorescence; higher % means a stronger effect; GST-tagged Rac1 F28L mutant substrate | inhibition, % at 30 µM, or IC50 in µM where a hit was titrated | actives 0.6% (n = 340,000) | AID 624330;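 active means first-screen hits whose inhibition reached a set limit at any dose in the follow-up dose series; inconclusive means inhibition above the set first-screen limit but never retested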;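 further: fluorescence reports GDP produced by GAP-driven GTP hydrolysis; strong numbers were not always called active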
RSV antiviral HEp-2: RSV antiviral activity via CPE protection, HEp-2 cells, primary 10 µM value included (AID 2391); CPE inhibition, % at 10 µM; hits with a dose series show IC50 in µM; HEp-2 cells, RSV-induced CPE inhibition; higher % means a stronger effect; actives 0.13% (n = 310,000); in the data active means a potency from the dose series; inconclusive means CPE inhibition mostly from about 23% at the one dose, without a potency; inactive means the rest, 99 in 100 with CPE inhibition below about 21%; further: strong numbers were not always called active
AID2073: disruptors of CaV2.2 binding to Mint1 – biochemical, HTRF (AID 2073); HTRF protein-protein interaction, Mint1-CaV2.2; higher % means a stronger effect; inhibition, % at 20 µM; hits with a dose series show IC50 in µM; actives 0.19% (n = 290,000); in the data active means inhibition mostly above about 51%, no sharp cut-off; inconclusive means no clear call, values can overlap the other calls; inactive means mostly below about 53%; further: some results filed as inactive read as strong as hits
West Nile virus CPE: inhibition of WNV-induced cytopathic effect – cell-based, CPE readout (AID 1621); West Nile virus-infected cells, CPE inhibition; higher % means a stronger effect; CPE inhibition, % at 10 µM, or IC50 in µM where a hit was titrated; actives 0.02% (n = 290,000); in the data active means a potency from the dose series; inconclusive means CPE inhibition mostly from about 3.7% at the one dose, without a potency; inactive means the rest, 99 in 100 with CPE inhibition below about 2.2%; further: strong numbers were not always called active
NS5 inhibitors: Dengue-2 NS5 methyltransferase inhibitors, primary screen, biochemical, confirmation dose response (AID 588689) | Dengue-2 NS5 methyltransferase capping enzyme assay, biochemical; higher % means a stronger effect | inhibition, % at 25 µM; hits with a dose series show IC50 in µM | actives 0.3% (n = 340,000); in the data active means a potency from the dose series; inconclusive means inhibition above about 29% without an active follow-up result
Large T inhibition: SV40 large T antigen inhibitors, biochemical (AID 1903); SV40 large T antigen ATPase/helicase inhibition assay; higher % means a stronger effect; inhibition, % at 20 µM, or IC50 in µM where a hit was titrated; actives 0.39% (n = 310,000); in the data active means a potency from the dose series; inconclusive means inhibition mostly from about 32% at the one dose, without a potency; inactive means the rest, 99 in 100 with inhibition below about 32%; further: strong numbers were not always called active
K1F lysis inhibition: inhibition of K1F phage lysis, E. coli UTI89, bacterial capsule biogenesis inhibitors, alamar blue (AID 488966) | actives 0.02% (n = 340,000) | E. coli UTI89 K1F phage lysis, alamar blue, 2 h; higher % means a stronger effect | inhibition, % at 100 µM, or IC50 in µM where a hit was titrated;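 active means phage lysis inhibition, versus mean bacterial control, above a set limit; inconclusive means no clear call, values can overlap the other calls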;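 further: capsule biogenesis inhibitors block K1F phage lysis so surviving cells raise fluorescence; higher fluorescence means more inhibition of phage lysis; actives were called in the ten point dose series up to 300 µM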
NTR1 ag: NTR1-driven beta-arrestin-GFP spot formation – imaging, U2OS cells, high content, primary screen (AID 493036). agonist mode. activation, % at 20 µM. actives 0.17% (n = 330,000);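 active means activation at or above 40% of the spot to cytoplasm intensity ratio, with at least 20 cells analyzed; inconclusive means wells under 20 cells, flagged as cytotoxic or low count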;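 further: 0% = DMSO without peptide and 100% = 100 nM NTR1 peptide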
Target sequence (P30989 whole entry, looked up): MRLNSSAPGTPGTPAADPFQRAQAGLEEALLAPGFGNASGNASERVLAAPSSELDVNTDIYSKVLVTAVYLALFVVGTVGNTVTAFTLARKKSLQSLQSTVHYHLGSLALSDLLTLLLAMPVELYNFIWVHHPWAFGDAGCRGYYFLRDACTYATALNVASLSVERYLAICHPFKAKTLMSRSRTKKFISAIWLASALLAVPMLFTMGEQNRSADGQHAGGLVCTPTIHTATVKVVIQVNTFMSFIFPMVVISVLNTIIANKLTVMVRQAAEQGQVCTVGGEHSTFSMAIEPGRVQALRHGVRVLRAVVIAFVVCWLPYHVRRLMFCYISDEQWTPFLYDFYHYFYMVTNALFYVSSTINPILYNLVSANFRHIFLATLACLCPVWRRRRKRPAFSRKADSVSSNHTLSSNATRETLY
NTR1 ag cell count 20 µM: also measured in NTR1 ag; calls as there; cell count; measured here: cell count, cytotoxicity flag
NS5 inhibitors pilot replicate: further read-out of NS5 inhibitors, marked with its call; inhibition, %; measured here: pilot screen replicate inhibition
Active calls of the source: *; u = inconclusive; x = no result given; & = joins results of further samples; [ ] = another dose, or the depositor's remark.

SMILES | SIAH1 antagonists | Rac1 GTP hydrolysis | RSV antiviral HEp-2 | AID2073 | West Nile virus CPE | NS5 inhibitors | Large T inhibition | K1F lysis inhibition | NTR1 ag | NTR1 ag cell count 20 µM | others
Cc1ccc2c(C)nc(N/C(N)=N/S(=O)(=O)c3ccc([N+](=O)[O-])cc3)nc2c1 | 8% | 9% | 64% | 17% | -1.0% | -1% | 24% | 0.4% | -1.5 | 92
C=CCC[C@H](Cc1ccc(F)cc1)C(=O)OC[C@@H](NC(=O)[C@H](CC=C)CC(=O)NCCO)c1ccccc1 | x | 9% | x | x | x | 1% | x | 0.1% | 2.6 | 52
O=C(Nc1cccc(S(=O)(=O)N2CCCCC2)c1)C1CC(=O)N(Cc2ccco2)C1 (stereo unspecified) | -6% | 2% | 0.3% | 10% | -0.8% | -10% | 6% | 0.5% | 0.5 | 66
CC(=O)Nc1nonc1-c1nc2ccccc2n1CC1CC1 | 0% | 2% | 7.8% | 9% | -0.3% | 3% | 6% | 0.4% | 2.1 | 42
O=C(NCC1(c2ccccc2)CCCC1)c1ccccc1 | 10% | 4% | 0.4% | -1% | -1.2% | -12% | 12% | 0.7% | -0.4 | 78
COc1ccccc1C(=O)NC(=S)Nc1cccc2cc(O)ccc12 | 3% | 9% | 4.2% | 8% | 1.1% | -4% | 9% | 0.6% | 9.7 | 72
Cc1c2ccccc2cc[n+]1CCCS(=O)(=O)[O-] | 2% | -2% | 1.1% | 8% | 1.2% | -1% | 8% | 0.1% | -1.0 | 88
O=c1onc(-c2ccc(Cl)cc2Cl)n1-c1cccnc1 | 15% | 10% | x | 3% | -0.2% | -13% | 8% | 2.6% | -0.6 | 46
OC[C@H]1O[C@@H](n2cnc3c(Nc4ccccc4)ncnc32)[C@H](O)[C@@H]1O | 1% | 6% | -1.5% | 3% | 0.6% | 0% | 9%&4% | 1.1% | 2.7 | 68
CNC(=O)c1ccc(-c2cc3onc(-c4ccccc4)c3c(=O)n2C)cc1 | x | 14% | x | x | x | -3% | x | 0.8% | -1.6 | 58
O=C(CCc1ccccc1)NNC(=O)COc1ccc([N+](=O)[O-])cc1 | -2% | 10% | 2.3% | -1% | -0.1% | -11% | 2% | 1.6%[50 µM] | 0.5 | 61
CN(C)Cc1c(C(=O)N/N=C/c2cccnc2)nnn1-c1nonc1N | 0% | 8% | 5.7% | 14% | 0.1% | -9% | 7% | 0.0% | 0.6 | 55
CCc1nc(Nc2ccc3c(c2)OCO3)c2oc3ccccc3c2n1 | 3% | 6% | 9.4% | 13% | x | 1% | 3% | 0.5% | 19 | 88
O=C(C1CCCCC1)N1CC(=O)N2CCc3ccccc3C2C1 (stereo unspecified) | 3% | x | 0.7% | 5% | x | x | 13% | x | -0.4 | 59
CCOC(=O)C1=C(C)Nc2nc(C)nn2C1c1ccc(C)cc1 (stereo unspecified) | 4% | -5% | 0.7% | 3% | x | 3% | 5% | -0.2% | -2.1 | 74
CCOc1cc(/C=N/NC(=O)c2nn(C)cc2Br)ccc1OCc1ccccc1 | 2% | 5% | 2.3% | 5% | -0.9% | -5% | 7% | 0.2% | 6.3 | 76
COc1ccc(-n2ncc3c2CC(C)(C)CC3NC(=O)c2ccc(OC)o2)cc1 (stereo unspecified) | 0% | 7% | -2.4% | 3% | -0.1% | -6% | 4% | 10% | 0.1 | 68
COCCC(=O)Nc1ccc2c(c1)CN(C(=O)CSC)CC2 | -6% | 8% | -0.8% | -15% | 0.3% | 4% | 12% | 0.2% | -1.4 | 63
O=S(=O)(Nc1ccccc1N1CCCCC1)c1ccc(Cl)s1 | 0% | 13% | 1.6% | 10% | -0.6% | -11% | 3% | 2.5% | 1.3 | 55
COc1ccc(-n2cc(C(=O)c3cc4ccccc4oc3=O)c(C(C)=O)n2)cc1 | 16% | -3% | 13% | 10% | -0.2% | 4% | 10% | -0.6% | -0.7 | 50 | NS5 inhibitors pilot replicate=-0.3
Cc1ccc(C(=O)C(OC(=O)c2cnccn2)c2ccccc2)cc1C (stereo unspecified) | 1% | 9% | 0.5% | -6% | -0.2% | 1% | 13% | 5.9% | -0.1 | 44
O=C(CSc1ccc2c(c1)OCCO2)Nc1ccc2c(c1)OCO2 | -3% | 20% | -1.3% | -16% | 0.3% | -5% | 15% | 0.3% | 0.8 | 29
CC1=C/C(=C(/c2ccc(O)c(C)c2)c2ccccc2S(=O)(=O)O)C=CC1=O | x | 20% | -0.9% | x | x | -1% | x | 0.1%[50 µM] | -0.6 | 69
Cc1ccc(S(=O)(=O)NNC(=S)Nc2c(Cl)cccc2Cl)cc1 | 2% | 8% | 7.5% | -6% | -0.7% | -13% | 9% | 0.3% | -0.4 | 52
Cc1ccccc1NS(=O)(=O)c1cccc2nsnc12 | 1% | 2% | 3.5% | 40% | -0.8% | -2% | 3% | 0.1% | 0.0 | 60

Structures listed so far that contain a furan ring, fused or not, in the order listed:
SMILES | SIAH1 antagonists | Rac1 GTP hydrolysis | RSV antiviral HEp-2 | AID2073 | West Nile virus CPE | NS5 inhibitors | Large T inhibition | K1F lysis inhibition | NTR1 ag | NTR1 ag cell count 20 µM | others
O=C(Nc1cccc(S(=O)(=O)N2CCCCC2)c1)C1CC(=O)N(Cc2ccco2)C1 (stereo unspecified) | -6% | 2% | 0.3% | 10% | -0.8% | -10% | 6% | 0.5% | 0.5 | 66
CCc1nc(Nc2ccc3c(c2)OCO3)c2oc3ccccc3c2n1 | 3% | 6% | 9.4% | 13% | x | 1% | 3% | 0.5% | 19 | 88
COc1ccc(-n2ncc3c2CC(C)(C)CC3NC(=O)c2ccc(OC)o2)cc1 (stereo unspecified) | 0% | 7% | -2.4% | 3% | -0.1% | -6% | 4% | 10% | 0.1 | 68

Next part.
SMILES | SIAH1 antagonists | Rac1 GTP hydrolysis | RSV antiviral HEp-2 | AID2073 | West Nile virus CPE | NS5 inhibitors | Large T inhibition | K1F lysis inhibition | NTR1 ag | NTR1 ag cell count 20 µM | others
CCOC(=O)C1CN(S(=O)(=O)c2cccc(C(F)(F)F)c2)c2cc(CC(=O)OC)ccc2O1 (stereo unspecified) | -1% | 4% | 1.0% | -2% | 0.7% | -2% | 15% | 0.1% | 1.0 | 91
Cc1ccc2c(c1)N(CC(=O)NCCCN1CCOCC1)C(=O)C(C(C)C)O2 (stereo unspecified) | x | 8% | -3.0% | x | x | 1% | 8% | 0.7%[50 µM] | -0.1 | 68
COc1ccc(C(CNC(=O)C(=O)NC2CCCCC2)N2CCN(C)CC2)cc1 (stereo unspecified) | x | 3% | -1.0% | x | x | 3% | 13% | 0.5%[50 µM] | -1.0 | 59
CCc1cc(C(=O)c2ccc(OC)cc2)c(NC(=O)CC(C)(C)CC(=O)O)s1 | 13% | 5% | 0.2% | -10% | 1.3% | -1% | 13% | 0.5% | 0.7 | 32
CCOC(=O)c1[nH]c(C)c(C(=O)NC2CCCCC2)c1C | -3% | 4% | -0.5% | -4% | -0.2% | -1% | -1% | 2.7% | 1.2 | 55
CC(=O)Nc1cccc(C(=O)OCC(=O)NCc2cc(C)c(O)c(C)c2)c1 | x | 7% | -1.6% | x | x | 1% | 16% | 2.0%[50 µM] | -0.4 | 63
Cc1cc(C)n2nc(CC(=O)NNC(=O)c3ccc(N(C)C)cc3)nc2n1 | -1% | 6% | 0.1% | 3% | 0.0% | -9% | 8% | 0.3% | 1.2 | 73
Cc1cccc(NC(=O)c2ccccc2OCC(=O)N2CCOCC2)c1C | -1% | 5% | 1.4% | -2% | -0.2% | 2% | -4% | 7.9% | 1.2 | 54
CC(C)c1cc(N2CCN(C(=O)c3ccco3)CC2)n2c(nc3ccccc32)c1C#N | 3% | 4% | 3.7% | 27% | 0.5% | -1% | -1% | -0.2% | 4.6 | 49
COc1cccc(-n2c(CN3CCN(c4ccccc4)CC3)nc3ccc([N+](=O)[O-])cc3c2=O)c1 | 4% | 8% | 3.8% | 9% | -0.2% | -1% | 15% | 0.5% | 0.1 | 67
O=C(Nc1ccccc1C(F)(F)F)N1CCN(c2ccc3nncn3n2)CC1 | 2% | 10% | 0.4% | 2% | -0.4% | -2% | -9% | 3.4% | 0.7 | 76
COc1ccccc1CNC(=O)CN1C(=O)CSc2ccc(S(=O)(=O)N3CCCC3)cc21 | 2% | 4% | 0.4% | 6% | -0.1% | 2% | 13% | -0.2% | 0.2 | 45
CCCC(=O)Nc1ccc(NC(=O)c2ccccc2F)cn1 | 3% | 6% | -1.9% | 5% | -0.2% | -5% | -3% | 0.2% | 0.2 | 65
CC(C)(C)C(=O)c1no[n+]([O-])c1/C(=N/O)C(C)(C)C | -2% | 8% | 1.2% | 2% | 0.0% | 3% | -5% | 1.3% | 2.4 | 37
COc1cccc(NC(=O)COC(=O)Cn2c(C)csc2=O)c1 | x | 8% | 0.8% | x | x | 0% | x | 2.5%[50 µM] | 7.1 | 56
CC(C)(C)NC(=O)CN(C(=O)CS(=O)CC(=O)Nc1ccc(F)cc1)c1ccc(F)c(Cl)c1 (stereo unspecified) | -5% | 4% | 2.1% | 0% | 0.0% | -3% | 17% | 0.2% | 1.7 | 82
COc1ccc(CCNC(=S)N2CCN(S(=O)(=O)c3cccc(F)c3)CC2)cc1 | x | 10% | 0.5% | x | x | 1% | 8% | 1.2%[50 µM] | 0.5 | 69
Cc1ccc(C)c(NC(=O)c2nnn(Cc3ccccc3C)c2N)c1 | 1% | 10% | u | 13% | -0.3% | -1% | 11% | 0.8% | 1.0 | 94 | NS5 inhibitors pilot replicate=4.6
Cc1nnc(C)c2c(C)n(-c3ccc4ncccc4c3)c(C)c12 | -8% | 8% | 1.5% | 3% | 1.2% | -10% | 66% | 0.5% | -1.2 | 52
Cc1ccc(C(=O)c2cn[nH]c2-c2cc(Cl)ccc2O)cc1 | 21% | 15% | 4.8% | -2% | -0.2% | -3% | 3% | -1.3% | 1.6 | 54
COC(=O)Cc1cc(=O)[nH]c(/N=C(\N)Nc2ccccc2C)n1 | 9% | 5% | 1.1% | 3% | -0.6% | -6% | 2% | 0.2% | 0.2 | 56
CCOc1ccc2nc(NC(=O)c3cccc(-c4cc5ccccc5oc4=O)c3)sc2c1 | 17% | 0% | 13% | 26% | -1.1% | -1% | 6% | -2.0% | x | x
CC1CCCN(CC(O)COc2ccc(-c3ccccc3)cc2)C1 (stereo unspecified) | -1% | 3% | -1.6% | -5% | -0.9% | 4% | -1% | -0.1% | -0.1 | 38
O=C(CN1CCCN(S(=O)(=O)c2ccc(Br)cc2)CC1)Nc1ccc2c(c1)OCO2 | -2% | x | x | -2% | -0.5% | x | 7% | x | 1.7 | 47
O=C(N1CCCCC1)N1CCCN(C(=O)N2CCCCC2)CC1 | 3% | 14% | 1.1% | -4% | 0.4% | -6% | 4% | 0.9% | 0.7 | 50
